RXFP1 antag = qHTS Assay for Antagonists of the Relaxin Receptor RXFP1; 0.59% of 350,000 active; Relaxin receptor 1 (Homo sapiens), Q9HBX9; HEK293-RXFP1, relaxin-stimulated cAMP HTRF, 30 min; stronger effect = lower value; AID 1259400, 2018; activity change, negative = inhibition, % at 57.5 µM;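 active means activity change of -60% or lower, but not beyond a set lower limit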; further: on the % scale 0 is the no-effect control and ±100 the full control effect
TRHR PAM = qHTS for Small Molecule Agonists and Allosteric Enhancers of Human TRH Receptor: Primary Screen for Enhancers. Thyrotropin-releasing hormone receptor (Homo sapiens), P34981. TRHR cells, fluo-8 calcium fluorescence, EC20 TRH enhancement. enhancement, % at 2 µM. 0.66% of 360,000 active; in the data active means enhancement above about 30%; further: 0% is about no effect
Target sequence (P34981 whole entry, looked up): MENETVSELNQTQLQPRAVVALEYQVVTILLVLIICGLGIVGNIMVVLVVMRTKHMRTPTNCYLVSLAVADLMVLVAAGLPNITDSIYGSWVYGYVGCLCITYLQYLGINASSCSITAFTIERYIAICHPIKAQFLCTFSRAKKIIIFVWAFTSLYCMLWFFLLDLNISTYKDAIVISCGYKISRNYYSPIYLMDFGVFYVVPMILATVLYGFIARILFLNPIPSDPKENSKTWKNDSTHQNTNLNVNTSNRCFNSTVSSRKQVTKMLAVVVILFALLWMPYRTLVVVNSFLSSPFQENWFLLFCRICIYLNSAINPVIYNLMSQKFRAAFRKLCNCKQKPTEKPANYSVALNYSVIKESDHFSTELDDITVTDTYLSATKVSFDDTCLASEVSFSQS
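Enhancer read-out: after compound pinning and an initial kinetic agonist-mode read, an EC20 of TRH (10 nM final) was injected and fluo-8 calcium signal (Ex 480/Em 530) followed at 1 s/cycle for 100 cycles in TRHR-expressing cells.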
TRHR ag = qHTS for Small Molecule Agonists and Allosteric Enhancers of Human TRH Receptor: Primary Screen for Agonists; 0.18% of 360,000 active; Thyrotropin-releasing hormone receptor (Homo sapiens), P34981; AID 493084, 2011; TRHR cells, calcium flux fluo-8, FDSS agonist mode; activation, % at 2 µM; further: 0% is about no effect
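In this calcium-flux screen, cells bearing human TRHR are dye-loaded with fluo-8, baselined for 10 cycles, then exposed to library compounds; positive kinetic calcium responses during the agonist phase mark hits, with TRH as control.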
D2 PAM = HTS Assay for Positive Allosteric Modulators of the Human D2 Dopamine Receptor: Primary Screen for Potentiators; AID 485347, 2010; D(2) dopamine receptor (Homo sapiens), P14416; potentiation, % at 10 µM; 0.34% of 340,000 active; HEK293 T-REx D2, calcium flux, EC20 dopamine potentiation;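 active means potentiation over 3 SD above the plate norm, cut at about 30% in these data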; further: 0% is about no effect
Target sequence (P14416 whole entry, looked up): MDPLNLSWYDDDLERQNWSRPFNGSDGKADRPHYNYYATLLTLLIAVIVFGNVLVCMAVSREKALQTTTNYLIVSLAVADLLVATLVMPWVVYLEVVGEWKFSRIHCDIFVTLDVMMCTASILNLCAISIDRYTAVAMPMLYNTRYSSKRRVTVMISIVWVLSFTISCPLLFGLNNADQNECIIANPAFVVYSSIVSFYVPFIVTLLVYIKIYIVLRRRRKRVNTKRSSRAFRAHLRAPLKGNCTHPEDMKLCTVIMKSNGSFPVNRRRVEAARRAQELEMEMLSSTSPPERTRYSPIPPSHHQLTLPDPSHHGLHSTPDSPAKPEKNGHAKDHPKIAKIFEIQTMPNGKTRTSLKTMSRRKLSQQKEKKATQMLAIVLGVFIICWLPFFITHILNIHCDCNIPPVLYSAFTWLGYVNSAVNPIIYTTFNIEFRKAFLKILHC
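Potentiation of an EC20 dopamine calcium response measured kinetically over 180 s, after a preceding 180 s compound-only read flagging agonists. Cells: inducible Hek293 Trex D2 line, 4000/well, cultured overnight at 30 C before dye loading.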
D1 antagonist = Antagonist of Human D 1 Dopamine Receptor: qHTS; D(1A) dopamine receptor (Homo sapiens), P21728; HEK293 TREx D1 cells, calcium flux, dopamine EC80; stronger effect = lower value; activity change, negative = inhibition, % at 10 µM; 3.2% of 360,000 active; AID 504652, 2011; in the data active means activity change below about -30%; further: on the % scale 0 is the no-effect control and ±100 the full control effect
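Cells carrying a force-coupled, tetracycline-inducible human D1 receptor report calcium flux. Each well gets a 10 s baseline, compound with 180 s monitoring, then an EC80 dopamine stimulus with a second 180 s kinetic read.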
D2 ag = HTS Assay for Allosteric Agonists of the Human D2 Dopamine Receptor: Primary Screen for Agonists; activation, % at 2 µM; HEK293 T-REx D2 cells, calcium flux agonist mode; 0.53% of 340,000 active;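 active means activation over 3 SD above normal in the single-dose calcium agonist read, cut at about 30% in these data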; further: 0% is about no effect
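Agonism is scored from calcium flux in a force-coupled, inducible HEK293 cell line expressing D2, read kinetically for 180 s after compound addition against dopamine controls.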
D1 agonist = Allosteric Agonists of the Human D1 Dopamine Receptor: qHTS; D(1A) dopamine receptor (Homo sapiens), P21728; HEK293 T-REx D1 cells, calcium flux, agonist mode; activation, % at 2 µM; 1% of 360,000 active; further: 0% is about no effect
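Inducible HEK293 T-REx D1 cells, force-coupled to calcium signalling, were plated at 4000 cells/well with tetracycline and held overnight at 30 C. After no-wash calcium dye loading, compound-evoked calcium rise over 180 s flagged agonists.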
D2 antagonist = HTS Assay for Allosteric Antagonists of the Human D2 Dopamine Receptor: Primary Screen for Antagonists | D(2) dopamine receptor (Homo sapiens), P14416 | HEK293 TREx D2 cells, calcium flux, dopamine EC80 | inhibition, % at 10 µM | 2% of 340,000 active | AID 485344, 2010; in the data active means inhibition above about 30%; further: 0% is about no effect
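Calcium mobilization kinetics were recorded at 1 s intervals in tetracycline-induced HEK293 T-REx D2 cells, first for 180 s after compound addition and then 180 s after EC80 dopamine.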
D1 PAM = Potentiators of Human D1 Dopamine Receptor: qHTS. D(1A) dopamine receptor (Homo sapiens), P21728. HEK293 TREx D1 cells, calcium flux, dopamine EC20 potentiation. potentiation, % at 10 µM. 0.036% of 360,000 active; in the data active means potentiation above about 30%; further: 0% is about no effect
* marks the source's active call; other numbers are inactive results; x = no result given. Unless noted, no stated cut-off is given here; in the data, active means activation above about 30%; inactive means the rest. Compounds were not picked by outcome (roughly 7.3% active in at least one column).

smiles,RXFP1 antag,TRHR PAM,TRHR ag,D2 PAM,D1 antagonist,D2 ag,D1 agonist,D2 antagonist,D1 PAM
CCOC(=O)c1ccccc1NC(=O)c1ccccc1SC,-17,-12,0.8,-6,19,-1.7,14,12,2
CC(C)NCCCOc1ccc(C(C)(C)c2ccccc2)cc1,-4,3,0.4,-11,9,0.2,3,-4,0
CCOC(=O)/C(N=Nc1c(Br)cc(Br)cc1Br)=C(\C)O,-9,-2,0.1,-7,-9,-0.2,1,-5,0
COc1ccc(OC)c(NC(=O)NCCc2c[nH]c3ccccc23)c1,-18,2,0.1,14,17,0.1,0,8,-4
O=C(COc1ccccc1[N+](=O)[O-])N(Cc1ccco1)c1ccccn1,x,20,-0.4,-19,0,x,-2,x,-1
O=C(NC(=S)Nc1cccc([N+](=O)[O-])c1)C1CCCCC1,-5,-8,-0.1,-1,-14,0.2,-1,-5,-2
CCOC(=O)C1CCCN(CCC(=O)Nc2cccc(F)c2)C1 (configuration not stated),7,8,-0.1,-11,4,0.1,2,-5,-6
O=C(CNC(=O)c1ccc(Cl)cc1)c1ccc(Br)cc1,-1,9,-0.6,9,4,-3.4,2,-15,5
CCCC[n+]1ccn(-c2nc3ccccc3nc2[N-]S(=O)(=O)c2ccccc2)c1,-9,0,0.3,7,9,0.9,0,26,-3
C[C@@]12C(=O)N(c3cccc(Cl)c3)C(=O)N1[C@H](c1ccc(Cl)cc1)[C@@H]1C(=O)N(C3CCCCC3)C(=O)[C@@H]12,x,-1,0.4,-4,0,1.6,1,-3,-2
CCC(=O)NC(c1cccs1)c1cc(Br)c2cccnc2c1O (configuration not stated),x,4,0.3,x,21,x,-2,x,-2
CCOC(=O)c1c(S(=O)(=O)N2CCCC(C(=O)Nc3cccc(Cl)c3)C2)c(C)n(C)c1C (configuration not stated),-4,-3,-0.6,-8,-6,0.1,1,x,-4
CCOc1ccc(C(=O)Nc2ccc(S(=O)(=O)Nc3nccc(C)n3)cc2)cc1OCC,-2,0,-0.4,9,-5,0.5,3,-13,-6
COc1ccc([N+](=O)[O-])cc1NC(=O)COC(=O)Cc1cc(OC)c(OC)c(OC)c1,2,29,-0.8,-15,-17,0.3,12,-10,0
CC(=O)Nc1nc2ccccc2n1CCOc1ccccc1Cl,-35,0,0.4,-27,26,1.0,-2,2,6
CCCc1cc(C(=O)Nc2ccc(C(C)=O)cc2)no1,-9,-6,-0.4,5,-16,0.6,0,-5,1
CN(CC1CCOCC1)C(=O)CC1C(=O)NCCN1C/C=C/c1ccccc1 (configuration not stated),6,3,0.0,14,0,-0.3,1,-11,8
O=C(CCCN1C(=O)/C(=C/c2cccc(Br)c2)SC1=S)NCCCN1CCOCC1,4,-5,0.5,16,-3,-1.1,16,5,-4
COc1cccc(C(=O)Nc2cc3c(cc2C(=O)c2ccc(C)cc2)OCCO3)c1,x,4,-3.0,-4,4,-0.5,0,x,-1
COc1ccc(CNC(=O)c2ccc(CS(=O)c3ccccc3)o2)cc1 (configuration not stated),5,-6,-0.3,-2,8,-0.4,2,-17,1
COc1cccc(C(=O)NC2CCSC2=O)c1 (configuration not stated),-4,14,0.2,-5,4,0.3,8,-5,-2
CCN(CC)CCn1c2ccccc2c2cnc(N)c(C#N)c21,1,13,0.2,x,9,x,1,x,7
O=C(NNC(=O)c1ccccc1[N+](=O)[O-])Nc1ccc(Cl)cc1,-11,1,0.3,-7,-4,-0.3,1,-5,-2
CN1CCC(CNC(=O)Nc2ccccc2)(c2ccccc2)CC1,8,-3,0.5,12,0,0.4,-3,17,-2
COc1ccc(CNC(=O)C[C@H]2C(=O)N(Cc3ccccc3)C[C@@H]2Cc2ccccc2)cc1,x,-1,-0.6,2,-11,-0.3,3,9,4
CN(C)C(CNC(=O)CCC(=O)c1ccc(Br)cc1)c1ccccc1 (configuration not stated),-35,-6,-0.6,2,18,-0.7,9,5,-4
O=C(c1cc2cc(F)ccc2[nH]1)N1CCN(c2cccc(Cl)c2)CC1,-1,-1,-0.2,-12,-13,0.7,2,13,1
CCOCCn1c2ccccc2c2nc3ccccc3nc21,-6,0,-0.4,6,0,-0.3,2,7,-2
CCN(CC)c1ncnc2c1cnn2Cc1ccc(Cl)cc1,-26,3,-2.5,-3,0,-0.6,0,-5,-3
Cc1ccc(F)c([C@H]2[C@H]3C=CC[C@@H](C)[C@@H]3C(=O)N2Cc2ccccc2)c1,x,-3,0.0,-2,3,1.1,3,-4,-3
CC(C)C(=O)O/N=C(\N)c1ccc(Oc2ccc(Cl)cc2)c([N+](=O)[O-])c1,-17,-4,0.9,-1,-3,-0.2,7,-4,-7
Cc1ccccc1OCCN1C(=O)C(=O)c2cccc(C)c21,x,-7,0.0,2,8,1.5,-1,-1,-3
COc1cccc(CNc2ccc3c(c2)nc(C)n3C)c1OC,4,-7,0.8,2,-10,1.4,5,4,-10
CC(C)(CO)Nc1nc(Cl)nc(NC2CCCCC2)n1,0,4,-0.4,13,-3,0.7,1,-9,0
Cc1cccc(CCNC(=O)C2CCC(=O)N(Cc3ccc(Cl)cc3)C2)n1 (configuration not stated),6,-3,-0.3,5,23,0.6,0,9,-4
CN1C(=O)C2(NC(=O)c3ccccc3N2C)c2ccccc21 (configuration not stated),-7,-3,-0.5,13,5,-0.6,0,0,-8
CCCS(=O)(=O)N1CCCC(C(=O)Oc2ccc(Cl)cc2)C1 (configuration not stated),-4,-5,1.5,-4,13,-0.5,-3,2,-4
CCCn1c(=N)c(C(=O)NCc2ccc3c(c2)OCO3)cc2c(=O)n3cccc(C)c3nc21,-1,-5,1.1,-8,-26,-0.2,1,12,6
CCN(CC)CCCN=Cc1c(O)n(-c2c(C)cccc2C)c(=O)c2ccccc12,6,0,0.6,-6,1,0.0,-1,9,-5
O=C(c1ccc(F)cc1)N1CCN(C2CCCCC2)CC1,-3,6,0.5,1,-23,-0.2,0,3,-7
COc1ccc(C(=O)N(Cc2ccco2)Cc2ccco2)cc1,-5,11,-1.1,7,-10,-0.1,6,x,-1
Cc1cc(NC(=O)c2noc3c2CCCC3)nn1Cc1ccc(Cl)cc1,x,0,0.0,-1,3,0.3,3,3,-9
CSCC[C@H](NC(=O)OC(C)(C)C)C(=O)NCC1CCC(C(=O)O)CC1 (some centres not stated),7,1,0.4,-6,-12,0.7,2,-3,-2
O=c1cc2c(nn1Cc1ccc(Cl)cc1)-c1ccccc1CC2,-3,8,0.1,8,11,-0.7,6,4,-7
Cc1nc2cc(Cl)ccc2n1CCO,-27,1,0.0,6,6,0.4,2,1,1

Entries above containing an aryl methoxy group (8):
smiles,RXFP1 antag,TRHR PAM,TRHR ag,D2 PAM,D1 antagonist,D2 ag,D1 agonist,D2 antagonist,D1 PAM
COc1ccc(OC)c(NC(=O)NCCc2c[nH]c3ccccc23)c1,-18,2,0.1,14,17,0.1,0,8,-4
COc1ccc([N+](=O)[O-])cc1NC(=O)COC(=O)Cc1cc(OC)c(OC)c(OC)c1,2,29,-0.8,-15,-17,0.3,12,-10,0
COc1cccc(C(=O)Nc2cc3c(cc2C(=O)c2ccc(C)cc2)OCCO3)c1,x,4,-3.0,-4,4,-0.5,0,x,-1
COc1ccc(CNC(=O)c2ccc(CS(=O)c3ccccc3)o2)cc1 (configuration not stated),5,-6,-0.3,-2,8,-0.4,2,-17,1
COc1cccc(C(=O)NC2CCSC2=O)c1 (configuration not stated),-4,14,0.2,-5,4,0.3,8,-5,-2
COc1ccc(CNC(=O)C[C@H]2C(=O)N(Cc3ccccc3)C[C@@H]2Cc2ccccc2)cc1,x,-1,-0.6,2,-11,-0.3,3,9,4
COc1cccc(CNc2ccc3c(c2)nc(C)n3C)c1OC,4,-7,0.8,2,-10,1.4,5,4,-10
COc1ccc(C(=O)N(Cc2ccco2)Cc2ccco2)cc1,-5,11,-1.1,7,-10,-0.1,6,x,-1

Source: PubChem BioAssay
